Screening results (PubChem)
CD11b adhes enh: increases human CD11b/CD18 adhesion to fibrinogen. P05107+P11215. K562 CD11b/CD18 adhesion to fibrinogen, ATPlite luminescence. activation, % at 10 µM. hit rate 0.07% among 93,000. AID 1499;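 active means 10 µM primary screen giving 50% or more activity, confirmed by 40% or more on retest at that dose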; further: strong numbers were not always called active; reference of the scale not given here
Target sequence (P05107 whole entry, looked up, other chains not shown): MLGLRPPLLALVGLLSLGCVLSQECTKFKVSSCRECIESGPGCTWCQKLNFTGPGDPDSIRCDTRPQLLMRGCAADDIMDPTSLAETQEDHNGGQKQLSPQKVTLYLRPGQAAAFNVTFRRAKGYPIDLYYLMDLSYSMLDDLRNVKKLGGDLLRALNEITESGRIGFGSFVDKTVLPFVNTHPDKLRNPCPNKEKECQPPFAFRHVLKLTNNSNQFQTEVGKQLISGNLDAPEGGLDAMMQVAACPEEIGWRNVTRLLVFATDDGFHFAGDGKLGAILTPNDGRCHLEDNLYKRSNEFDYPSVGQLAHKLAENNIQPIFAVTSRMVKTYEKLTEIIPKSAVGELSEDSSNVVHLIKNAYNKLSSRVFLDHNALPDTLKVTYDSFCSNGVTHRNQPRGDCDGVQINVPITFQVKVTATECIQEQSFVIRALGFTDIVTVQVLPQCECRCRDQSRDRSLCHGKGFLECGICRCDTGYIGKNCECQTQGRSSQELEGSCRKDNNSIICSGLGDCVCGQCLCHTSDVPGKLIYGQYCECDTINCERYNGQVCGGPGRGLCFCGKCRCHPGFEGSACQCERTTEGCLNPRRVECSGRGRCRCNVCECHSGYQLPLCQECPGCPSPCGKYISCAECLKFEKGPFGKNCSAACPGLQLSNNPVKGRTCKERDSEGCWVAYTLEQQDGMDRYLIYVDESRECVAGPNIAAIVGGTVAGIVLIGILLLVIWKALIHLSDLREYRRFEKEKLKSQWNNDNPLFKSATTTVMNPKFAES
Smad3 inh: Smad3 (human) transcription factor binding inhibition; hit rate 0.29% among 88,000; TR-FRET Smad3/Dy647-FoxH1 peptide binding, europium anti-His; P84022; inhibition, % at 25 µM;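 active means compounds that reduce the energy-transfer binding signal between the protein and its labelled peptide by more than half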;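 further: 0% = Smad3 plus labelled peptide maximal FRET and 100% = peptide-only background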
ERb SRC1 inh: ER-beta (human) coactivator binding inhibition. Q92731. TR-FRET ER-beta LBD / SRC1-Cy5 peptide binding; receptor agonist-loaded with 1 µM estradiol. inhibition, % at 25.6 µM. hit rate 1.3% among 86,000. AID 633;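 active means compounds whose percent inhibition of the receptor-coactivator binding signal exceeds about 50% in the single-dose screen, limit read from the data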;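 further: 0% = receptor plus peptide wells without compound and 100% = peptide-only wells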
Mac1 fbg inh: inhibitors of human CD11b/CD18 binding to fibrinogen | inhibition, % at 10 µM | hit rate 0.54% among 93,000 | AID 1497 | P05107+P11215 | K562 CD11b/CD18 adhesion to fibrinogen, ATPlite luminescence; Mn2+ added to activate the integrin;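 active means primary inhibition of 50% or more at 10 µM, then 40% or more on retest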; further: some results filed as inactive read as strong as hits
sEH act: activators of human soluble epoxide hydrolase; hit rate 0.04% among 91,000; activation, % at 2 µM; purified human sEH enzymatic activity, activator screen; P34913; in the data active means activation above about 37%; further: values of inactives mirror those of a sister screen read the other way
sEH inhibitor: blocks human soluble epoxide hydrolase activity. P34913. recombinant human sEH enzymatic activity assay. inhibition, % at 2 µM. hit rate 0.34% among 91,000; in the data active means inhibition above about 80%; further: values of inactives mirror those of a sister screen read the other way; many of its hits are not listed in these tables
ERa SRC1 pot: enhances coactivator binding to human estrogen receptor alpha | TR-FRET ERalpha-LBD/SRC-Cy5 coactivator binding, 2 h; 100 = basal binding, no effect | P03372 | hit rate 1.3% among 86,000 | coactivator binding (% of control), % at 25.6 µM; in the data active means activity above about 200%;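 further: binding measured in presence of low estradiol as agonist stimulus; 0% = peptide alone without receptor and 100% = receptor with peptide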
MT1-MMP txn act: activates MT1-MMP transcription | hit rate 0.16% among 86,000 | activation factor at 10 µM | HT1080 MT1-MMP promoter luciferase reporter, luminescence, overnight; active compounds read high;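 active means activation factor of at least 2 for MT1-MMP transcription at 10 µM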
Calb biofilm kill: kills Candida albicans biofilms. hit rate 0.14% among 85,000. C. albicans biofilm + clotrimazole, Alamar Blue. AID 834. inhibition, % at 6 µM;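 active means inhibition above 20%; inactive means inhibition below 20%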;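 further: preformed 24 hr biofilms exposed to compound for 48 hr; 0% = biofilm without compound and 100% = blank killed by clotrimazole plus chlorhexidine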
Starred values were filed as active, the others as inactive; [ ] = another dose, or the depositor's remark. Not all compounds are listed; rates above refer to the full screens.

`COc1ccc(C(=O)n2c(-c3ccco3)nc3ccccc32)cc1` gave CD11b adhes enh -4, Smad3 inh 0, ERb SRC1 inh 10[fluorescence artefact?], Mac1 fbg inh 28, sEH act -12, sEH inhibitor 12, ERa SRC1 pot 87, MT1-MMP txn act 0.7 and Calb biofilm kill 1.
`CSc1nc2nccc(-c3ccc(Cl)cc3)n2n1` gave CD11b adhes enh 3, Smad3 inh -19, ERb SRC1 inh 21, Mac1 fbg inh -12, sEH act 29, sEH inhibitor -28, ERa SRC1 pot 117[fluorescence artefact?] and Calb biofilm kill 7.
Screening Cc1cc(C)n(Cc2ccccc2F)c(=O)c1C#N returned Smad3 inh -6, ERb SRC1 inh -2, ERa SRC1 pot 118, MT1-MMP txn act 1.2 and Calb biofilm kill 13.
For O=C(c1ccc(Cl)c(Cl)c1)c1cnc(Nc2ccccc2)s1 the results were CD11b adhes enh 1, Mac1 fbg inh 8, sEH act -1 and sEH inhibitor 2.
`CCOC(=O)N1CCN(Cc2nc3c(c(=O)n(C)c(=O)n3C)n2CCC(C)C)CC1` gave CD11b adhes enh 3, Smad3 inh 3, ERb SRC1 inh -4[fluorescence artefact?], Mac1 fbg inh 9, sEH act -7, sEH inhibitor 10, ERa SRC1 pot 101, MT1-MMP txn act 1 and Calb biofilm kill 15.
CCCCNC(=O)C1CCN(Cc2ccc(OCc3ccccc3)cc2)CC1 was read as Smad3 inh -2, ERb SRC1 inh -11, sEH act 0, sEH inhibitor 5, ERa SRC1 pot 110, MT1-MMP txn act 2* and Calb biofilm kill 5.
For O=C1c2ccccc2CCC12N=NCC2c1ccc(Br)cc1 (stereo unspecified) the results were CD11b adhes enh -2, Smad3 inh 6, ERb SRC1 inh -5, Mac1 fbg inh -31, sEH act 6, sEH inhibitor -4, ERa SRC1 pot 104, MT1-MMP txn act 1.1 and Calb biofilm kill 2.
O=C1CS/C(=N\C(=O)N2c3ccccc3Sc3ccccc32)N1 was read as CD11b adhes enh 21, Smad3 inh 15, ERb SRC1 inh 41, Mac1 fbg inh 11, sEH act 3, sEH inhibitor -5, ERa SRC1 pot 59[fluorescence artefact?], MT1-MMP txn act 0.9 and Calb biofilm kill 2.
Screening CC(C)(C)c1cc(CN2CCN(CCO)CC2)cc(C(C)(C)C)c1O returned CD11b adhes enh 4, Smad3 inh -2, ERb SRC1 inh 5, Mac1 fbg inh -5, sEH act 9, sEH inhibitor -9, ERa SRC1 pot 107, MT1-MMP txn act 1.2 and Calb biofilm kill 7.
For O=C(O)CSc1ncn[nH]1 the results were CD11b adhes enh 0, Smad3 inh 15[fluorescence artefact?], ERb SRC1 inh 0, Mac1 fbg inh 5, sEH act 1, sEH inhibitor 3, ERa SRC1 pot 133, MT1-MMP txn act 1.1 and Calb biofilm kill 6.
Cc1c(C#N)c(N=CN(C)C)c(C(=O)c2ccccc2)n1-c1ccc(Br)cc1 was read as CD11b adhes enh -7, Smad3 inh 13, ERb SRC1 inh 2, Mac1 fbg inh 2, sEH act 10, sEH inhibitor -10, ERa SRC1 pot 97, MT1-MMP txn act 1.1 and Calb biofilm kill 6.
`COc1ccc(-n2c(SCC(=O)NCC3CCCO3)nc3ccccc32)cc1` (stereo unspecified) gave CD11b adhes enh -7, Smad3 inh 0, ERb SRC1 inh 2, Mac1 fbg inh -30, sEH act -2, sEH inhibitor 0, ERa SRC1 pot 97, MT1-MMP txn act 1.1 and Calb biofilm kill 3.
c1ccc(Cn2ncc3ccccc32)cc1 was read as CD11b adhes enh -3, Smad3 inh -1, ERb SRC1 inh -5, Mac1 fbg inh -16, ERa SRC1 pot 96, MT1-MMP txn act 1.1 and Calb biofilm kill 5.
COc1ccc(-c2cn3c4c(sc3n2)CCCC4)cc1 was read as CD11b adhes enh -4, Smad3 inh -3, ERb SRC1 inh 2, Mac1 fbg inh 55*, sEH act 7, sEH inhibitor -7, ERa SRC1 pot 99 and Calb biofilm kill 9.
CC(=O)Nc1ccc(OC(=O)CC2SC(=O)NC2=O)cc1 (stereo unspecified) was read as CD11b adhes enh -3, Smad3 inh -7, ERb SRC1 inh 56*, Mac1 fbg inh -8, sEH act -6, sEH inhibitor 6, ERa SRC1 pot 70[fluorescence artefact?], MT1-MMP txn act 1.1 and Calb biofilm kill 11.
COc1ccc(-n2c(COc3ccc4ccccc4c3)nnc2SCC(=O)NCc2ccco2)cc1 was read as CD11b adhes enh 0, Smad3 inh 9, ERb SRC1 inh -3, Mac1 fbg inh 15, sEH act -6, sEH inhibitor 7, ERa SRC1 pot 93, MT1-MMP txn act 1.1 and Calb biofilm kill 2.
Screening CSCC[C@H](NC(=O)NCc1ccc(F)cc1)C(=O)O returned CD11b adhes enh 1, Smad3 inh -5, ERb SRC1 inh 16[fluorescence artefact?], Mac1 fbg inh -2, sEH act -2, sEH inhibitor 2, ERa SRC1 pot 106[fluorescence artefact?], MT1-MMP txn act 1.2 and Calb biofilm kill 5.
`O=C(Cc1nn[nH]n1)NCc1ccccc1Cl` gave CD11b adhes enh -1, Smad3 inh 7, ERb SRC1 inh 2[fluorescence artefact?], Mac1 fbg inh 6, ERa SRC1 pot 99, MT1-MMP txn act 1.1 and Calb biofilm kill 2.
Cc1n[nH]c(=S)n1/N=C/c1ccc(Br)o1 was read as CD11b adhes enh -3, Mac1 fbg inh -8, sEH act 7 and sEH inhibitor -4.
For Cc1cc(C(F)(F)F)n(-c2nc(C(=O)NNS(=O)(=O)c3ccccc3)cs2)n1 the results were CD11b adhes enh -5, Smad3 inh 6, ERb SRC1 inh -1, Mac1 fbg inh 7, sEH act 7, sEH inhibitor -6, ERa SRC1 pot 91 and Calb biofilm kill 9.
Screening CCOC(=O)Nc1cc(OC)c(OC)cc1Cc1nccc2cc(OC)c(OC)cc12 returned CD11b adhes enh -3, Smad3 inh -4, ERb SRC1 inh 1, Mac1 fbg inh -13, sEH act -7, sEH inhibitor 5, ERa SRC1 pot 96, MT1-MMP txn act 1 and Calb biofilm kill 3.
Screening CC(=O)N1CCN(C(=O)CSc2nc3c(cnn3-c3ccccc3)c(=O)[nH]2)CC1 returned CD11b adhes enh 0, Smad3 inh -12, ERb SRC1 inh 5, Mac1 fbg inh 6, sEH act 15, sEH inhibitor -17, ERa SRC1 pot 105, MT1-MMP txn act 1.3 and Calb biofilm kill 0.
Screening CC(C)c1ccc(CC(C)C2C3=C(CCCC3=O)OC3=C2C(=O)CCC3)cc1 (stereo unspecified) returned CD11b adhes enh 0, Smad3 inh 10, ERb SRC1 inh 10, Mac1 fbg inh -34, sEH act -7, sEH inhibitor 9, ERa SRC1 pot 88, MT1-MMP txn act 1.1 and Calb biofilm kill 2.
For Cc1c(F)cccc1NS(=O)(=O)c1ccccc1C#N the results were CD11b adhes enh -1, Smad3 inh -6, ERb SRC1 inh 9, Mac1 fbg inh -1, sEH act -2, sEH inhibitor 6, ERa SRC1 pot 103, MT1-MMP txn act 1 and Calb biofilm kill 2.
For COC(=O)CSc1nnc2n(-c3ccc(OC)cc3)c(=O)c3c4c(sc3n12)CCCCC4 the results were CD11b adhes enh 3, Smad3 inh 3, ERb SRC1 inh 24, Mac1 fbg inh -16, ERa SRC1 pot 116, MT1-MMP txn act 1.1 and Calb biofilm kill 3.
Cc1ccc(C)c(-n2c(SCC(=O)N3CCCC3)nnc2-c2ccccn2)c1 was read as CD11b adhes enh -1, Smad3 inh -7, ERb SRC1 inh 1[fluorescence artefact?], Mac1 fbg inh 7, sEH act -7, sEH inhibitor 4, ERa SRC1 pot 110[fluorescence artefact?], MT1-MMP txn act 1.2 and Calb biofilm kill 2.
Cn1cc(Cl)c(C(=O)Nc2nc3ccccc3s2)n1 was read as CD11b adhes enh 0, Mac1 fbg inh -13, sEH act 5 and sEH inhibitor -7.
`COc1ccc(S(=O)(=O)Nc2c3ccccc3nc(=O)n2-c2ccccc2)cc1` gave CD11b adhes enh -2, Smad3 inh -3, ERb SRC1 inh -2[fluorescence artefact?], Mac1 fbg inh 2, sEH act -3, sEH inhibitor 3, ERa SRC1 pot 94, MT1-MMP txn act 1.3 and Calb biofilm kill 0.
Screening COc1cccc(C2CC(C(F)(F)F)n3ncc(C(=O)NCC4CCCO4)c3N2)c1 (stereo unspecified) returned CD11b adhes enh -3, Smad3 inh -7, ERb SRC1 inh 9, Mac1 fbg inh -3, sEH act 6, sEH inhibitor -5, ERa SRC1 pot 121, MT1-MMP txn act 1.1 and Calb biofilm kill 2.
`CC(C)(C)NC(=O)Cn1cc(C#N)c2cc(Br)ccc21` gave CD11b adhes enh 14, Smad3 inh 5, ERb SRC1 inh -2, Mac1 fbg inh -17, sEH act -21, sEH inhibitor 24, ERa SRC1 pot 116, MT1-MMP txn act 1.1 and Calb biofilm kill 9.
`CCOC(=O)NNC1CC(=O)N(c2ccc(OC)cc2)C1=O` (stereo unspecified) gave CD11b adhes enh 3, Mac1 fbg inh 11, sEH act -15 and sEH inhibitor 16.
Screening CCOC(=O)C1CCN(C(=O)C2CCN(c3nc4ccc(OC)cc4s3)CC2)CC1 returned Smad3 inh -4, ERb SRC1 inh 91*[fluorescence artefact?], ERa SRC1 pot 105, MT1-MMP txn act 1.1 and Calb biofilm kill 7.
Screening Cc1cc(C)nc(SCc2nnc(SCC(=O)N3CCCc4ccccc43)n2C)n1 returned CD11b adhes enh -1, Smad3 inh 4, ERb SRC1 inh -19, Mac1 fbg inh -8, sEH act -8, sEH inhibitor 10, ERa SRC1 pot 103, MT1-MMP txn act 1.2 and Calb biofilm kill 4.
Cc1c(C(=O)NC(C)C)oc2c1-c1[nH]ncc1CC2 was read as CD11b adhes enh 0, Smad3 inh 1, ERb SRC1 inh 8, Mac1 fbg inh -7, sEH act 2, sEH inhibitor -3, ERa SRC1 pot 98, MT1-MMP txn act 1.3 and Calb biofilm kill 9.
Screening COc1cc(/C=C/C(=O)Nc2ccccc2C(F)(F)F)cc(OC)c1OC returned CD11b adhes enh 1, Mac1 fbg inh 4, sEH act 18 and sEH inhibitor -17.
Screening O=C(Oc1cccc2ccccc12)c1ccncc1 returned Smad3 inh -1, ERb SRC1 inh 1, sEH act 4, sEH inhibitor -2, ERa SRC1 pot 107, MT1-MMP txn act 1.3 and Calb biofilm kill 2.
`O=S(=O)(c1cccs1)N1CCN(CC(O)COc2cccc(Br)c2)CC1` (stereo unspecified) gave CD11b adhes enh 0, Mac1 fbg inh 8, sEH act 2 and sEH inhibitor 0.
COc1ccc(S(=O)(=O)Nc2cc(C)ccn2)cc1OC was read as CD11b adhes enh -6, Smad3 inh -6, ERb SRC1 inh -1, Mac1 fbg inh -12, sEH act 6, sEH inhibitor -6, ERa SRC1 pot 110, MT1-MMP txn act 1.1 and Calb biofilm kill 2.
Screening COC(=O)CCC(NC(=O)c1cc(-c2ccc3c(c2)OCCO3)oc1C)C(=O)OC (stereo unspecified) returned CD11b adhes enh -5, Mac1 fbg inh 8, sEH act 0, sEH inhibitor -1 and MT1-MMP txn act 1.3.
Screening Fc1cccc(Cl)c1Cn1nnc2c(NCc3ccccn3)ncnc21 returned Smad3 inh 3, ERb SRC1 inh 0[fluorescence artefact?], sEH act 4, sEH inhibitor -1, ERa SRC1 pot 132, MT1-MMP txn act 1 and Calb biofilm kill 8.
COc1ccccc1/C=C/CN1CCN(c2ccccc2)CC1 was read as CD11b adhes enh 0, Smad3 inh -11, ERb SRC1 inh -2, Mac1 fbg inh -16, sEH act 6, sEH inhibitor -2, ERa SRC1 pot 92, MT1-MMP txn act 1 and Calb biofilm kill -2.
O=C(Nc1cccs1)Nc1ccccc1Cl was read as CD11b adhes enh -2, Smad3 inh 2, ERb SRC1 inh -4, Mac1 fbg inh 5, sEH act -17, sEH inhibitor 18, ERa SRC1 pot 86, MT1-MMP txn act 1.3 and Calb biofilm kill 4.
